Bioassay records: PubChem BioAssay, National Center for Advancing Translational Sciences (NCATS)
DRD3 agonist: agonists of human D3 dopamine receptor | hit rate 0.58% among 410,000 | D3R DiscoveRx beta-arrestin cells, luminescence, 90 min | AID 652048 | max activation, %; in the data active means max activation above about 30%; further: 0% is about no effect; mostly tested at two doses, the higher about 12 µM
Target sequence (P35462 whole entry, looked up): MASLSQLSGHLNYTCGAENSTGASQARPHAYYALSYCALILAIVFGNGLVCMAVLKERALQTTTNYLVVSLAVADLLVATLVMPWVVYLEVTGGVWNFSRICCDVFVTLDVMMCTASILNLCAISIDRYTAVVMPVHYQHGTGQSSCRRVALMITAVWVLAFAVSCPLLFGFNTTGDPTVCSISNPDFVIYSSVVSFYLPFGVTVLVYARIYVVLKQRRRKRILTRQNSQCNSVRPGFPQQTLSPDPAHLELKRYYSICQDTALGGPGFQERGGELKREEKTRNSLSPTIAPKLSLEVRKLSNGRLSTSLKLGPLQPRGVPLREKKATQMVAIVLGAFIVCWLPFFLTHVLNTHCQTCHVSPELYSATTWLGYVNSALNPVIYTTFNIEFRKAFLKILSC
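Cells at 1500/well, incubated overnight, then treated with pinned compounds (dopamine as control) for 90 min at 37 degrees C. DiscoveRx reagent added for 30 - 60 minutes at room temperature; luminescence read.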
MmCpn inh: blocks the Methanococcus maripaludis chaperonin Mm-Cpn. purified Mm-Cpn ATPase, ADP Transcreener TR-FRET. Potency, µM (doses to about 76.9 µM), inactives show at the highest dose activity, negative = inhibition, hits mostly inhibitors. hit rate 0.031% among 330,000. AID 504842; further: potency means the concentration at half of the fitted maximal effect; on the % scale 0 is the no-effect control and ±100 the full control effect; nearly all actives have a fitted effect of over 80% in size
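ATPase turnover read by TR-FRET ADP competition (Eu cryptate antibody/ADP-d2, 665/590 nm): 10uM ATP final, 25nM Mm-CPN final, 30 min 37degC after 10-min compound preincubation, pH 7.4 Tris/KCl/MgCl2/DTT buffer.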
pAkt inh: inhibitors of Akt phosphorylation; activity change, % for hits at 50 µM; hit rate 0.32% among 360,000; Neuro2A IGF-stimulated pAkt S473 HTRF, 20 min; active compounds read low; in the data active means activity change below about -80%; inconclusive means mostly about -51% to -80%; further: on the % scale 0 is the no-effect control and ±100 the full control effect
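Neuro2A cells (4,500/well, DMEM with 0.5% FBS) were treated with compound at a single 50 µM final concentration, stimulated with 6 nM IGF for 20 min at 37 °C, and lysed. Phospho-Akt Ser473 was read by HTRF as 665/615 ratio ×10^4.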
DRD3 antagonist: blocks the human D3 dopamine receptor | hit rate 2.5% among 360,000 | max response, negative = inhibition, % | D3R cells, DiscoveRx beta-arrestin luminescence, antagonist mode; active compounds read low | P35462 | AID 652054; in the data active means max response below about -50%; inconclusive means no clear call, values can overlap the other calls; further: on the % scale 0 is the no-effect control and ±100 the full control effect; mostly tested at two doses, the higher about 12 µM
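Cells plated overnight at 1500 cells/well, then exposed to library compounds with dopamine controls for 90 minutes at 37 degrees C. DiscoveRx reagent added for 30–60 minutes at room temperature; luminescence read, quantitative HTS format.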
PTHR1 ag: activates the human parathyroid hormone receptor PTHR1; hit rate 0.075% among 410,000; HEK293 GP2 PTHR1 cells, GloSensor cAMP luminescence, 1 h; Potency, µM (titrated, usually from 115 µM), for the others: at the top dose activation, most hits filed as activators; Q03431; further: potency means the concentration at half of the fitted maximal effect; nearly all actives have a fitted effect of over 55% in size; some results filed as inactive show a strong effect at the top dose; inactives centre near -15; many of its hits are not listed in these tables
Target sequence (Q03431 whole entry, looked up): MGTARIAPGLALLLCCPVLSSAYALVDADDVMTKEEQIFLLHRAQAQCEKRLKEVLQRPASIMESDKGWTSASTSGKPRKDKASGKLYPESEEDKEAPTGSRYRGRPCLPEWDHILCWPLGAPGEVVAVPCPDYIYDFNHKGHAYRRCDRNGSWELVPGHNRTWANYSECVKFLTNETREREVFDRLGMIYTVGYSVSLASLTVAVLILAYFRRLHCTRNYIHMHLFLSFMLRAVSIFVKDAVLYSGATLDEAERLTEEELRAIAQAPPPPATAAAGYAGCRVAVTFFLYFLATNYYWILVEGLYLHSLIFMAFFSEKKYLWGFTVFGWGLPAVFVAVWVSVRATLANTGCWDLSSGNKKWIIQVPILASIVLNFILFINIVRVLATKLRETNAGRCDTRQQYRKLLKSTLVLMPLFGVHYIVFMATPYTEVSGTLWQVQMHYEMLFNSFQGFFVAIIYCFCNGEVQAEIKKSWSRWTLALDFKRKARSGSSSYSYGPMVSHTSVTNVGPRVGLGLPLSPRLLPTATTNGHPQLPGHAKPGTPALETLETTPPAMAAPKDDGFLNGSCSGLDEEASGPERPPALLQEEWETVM
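HEK-293-derived GP2 cells expressing PTHR1 and a GloSensor cAMP reporter, 3,000/well, plated overnight, given luciferin plus IBMX (each 0.5 mM as added) for 1 h at 37 °C, then compound for 1 h at 37 °C. Luminescence was read after 15 min at room temperature.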
EPAC2 agonist: EPAC2 (human) agonism. Potency, µM (series often up to 154 µM), without a hit: at the highest dose activation, most hits filed as activators. Q8WZA2. EPAC2 activation, biochemical qHTS; response scale: 100% = 6.5 mM cAMP response. hit rate 0.079% among 360,000; further: potency means the concentration at half of the fitted maximal effect; nearly all actives have a fitted effect of over 50% in size
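Compounds were added across a concentration range to EPAC2 (100 nM), RAP1B-BODIPY-GDP (250 nM) and GDP (50 uM). After 5 min at room temperature, fluorescence was recorded at 5-min intervals for 30 min.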
CCT chaperon mod: modulators of cytosolic chaperonin (CCT/TRiC) activity; purified chaperonin ATPase assay, HTRF ADP detection, 30 min; activity change, % (no concentration beside the values), hits read low; AID 651819; hit rate 0.3% among 360,000; in the data active means activity change below about -30%; further: on the % scale 0 is the no-effect control and ±100 the full control effect
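Nucleotide hydrolysis assay: TRiC at 20–40 nM final (set by batch activity) with 10 uM ATP, 30 min at 37 °C, in presence of 76 uM compound. Detection by competitive ADP HTRF, 30 min ambient.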
EPAC2 antag: EPAC2 (human) antagonism; Q8WZA2; EPAC2 GEF exchange of Rap1B-BODIPY-GDP, fluorescence; Potency, µM (series often up to 114 µM), without a hit: at the highest dose activity, negative = inhibition, actives largely listed as inhibitors; hit rate 0.18% among 360,000; AID 720708; further: potency means the concentration at half of the fitted maximal effect; on the % scale 0 is the no-effect control and ±100 the full control effect; nearly all actives have a fitted effect of over 45% in size; many of its hits are not listed in these tables
* = called active by the depositor; i = inactive; ? = inconclusive; / = no result given; [ ] = remark or other dose. Unless noted, the call rests on the fitted dose curve; in most records, active means well fitted curve in the direction sought with a large enough effect; inconclusive means small, poorly fitted or top-dose-only effect, or another doubt; inactive means no such curve, though single readings can be large; an effect the other way counts as inactive or inconclusive.

SMILES	DRD3 agonist	MmCpn inh	pAkt inh	DRD3 antagonist	PTHR1 ag	EPAC2 agonist	CCT chaperon mod	EPAC2 antag
COc1ccc(C(=O)NCCS(=O)(=O)N2CCCCCC2)cc1	1	1%	i	-1	i	4%	-1.9	-5%
COc1ccc(N2CC(C(=O)Nc3ccccc3C(=O)NCc3ccco3)CC2=O)cc1 (centres undefined)	-4	-1%	i	0	i	0%	-4.7	7%
COc1cccc(-c2cnc3c(NC=O)cc(-c4cc(C)c(O)c(C)c4)cn23)c1	4	/	i	-12	-23%	21%	-3.8	5%
Cc1cc(NC(=O)CSc2nnc(-c3cccs3)n2N)no1	1	-6%	i	0	i	9%	-0.8	3%
CCCn1c(=O)c2ccccc2n2c(Sc3nnnn3-c3ccccc3)nnc12	-6	-3%	i	-13	i	7%	1.7	8%
Cc1ccc(/C=N/N2CCN(c3ccncc3S(=O)(=O)N3CCCCC3)CC2)cc1	-12	-1%	i	0	-49%[inhibitor][57.5 µM]	17%	-2.2	-5%
O=C(Nc1cc(Cl)ccc1Cl)N1CCN(C(=O)Nc2cc(Cl)ccc2Cl)CC1	-5	/	i	-14	-33%[inhibitor]	-1%	-0.2	4%
CN(Cc1ccccc1)S(=O)(=O)c1ccc(NS(C)(=O)=O)cc1	7	0%	i	-8	-1%[57.5 µM]	5%	2.5	7%
CC1(C)COC(c2ccc3c(c2)OCO3)OC1	10	/	i	15	i	4%	-0.1	2%
COc1ccc(N2CCN(C(=O)c3sc4nc(-c5ccc(F)cc5)cn4c3C)CC2)cc1	3	0%	i	24	-14%	-8%	2.2	2%
OCCC1CN(Cc2nc3c(s2)CCCC3)CCN1CCc1ccccc1 (centres undefined)	-14	4%	i	-16	-75%[inhibitor]	10%	-1.2	-15%
COc1ccc(N2Cc3ccccc3C2=O)cc1	0	-1%	i	-8	-33%[inhibitor]	-2%	0.6	6%
COc1ccc(C(=O)Nc2ccc(S(=O)(=O)Nc3cc(C)nc(C)n3)cc2)c(OC)c1	-4	-1%	i	-23	-2%[57.5 µM]	0%	-0.1	12%
COc1ccccc1-c1nc2ccccc2c(=O)n1O	-2	0%	i	-6	-10%	14%	1.6	18%
O=C(CC(NCc1ccccn1)C(=O)O)Nc1ccccc1Cl (centres undefined)	8	1%	i	27	i	-5%	-1.8	6%
CCN1CCN(C(=O)c2ccc3c(=O)n(CCc4ccccc4)c(=O)[nH]c3c2)CC1	-2	-1%	i	-2	i	-3%	2.1	-4%
O=S(=O)(NC1=NCCC1)c1cccc(NC(=S)NCCc2ccccc2)c1	-23	2%	i	-8	-8%	9%	-2.6	-3%
Cc1ccc(NC(=O)c2cc(S(=O)(=O)N3CCc4ccccc43)cn2C)cc1C	4	-5%	i	-3	-14%	6%	-1.4	13%
C#C[C@]1(O)CCC2C3CCC4=Cc5oncc5CC4(C)C3CCC21C (some centres undefined)	-3	/	i	23	-15%	-7%	-0.6	-10%
COCCCNCCOCCOc1ccc(C)cc1[N+](=O)[O-]	-4	0%	i	-54*	-20%[57.5 µM]	-14%	-40*	-1%
Cc1ccc(N2CN=C3SCC(=O)N3C2)cc1C	1	1%	i	19	i	7%	-3.4	4%[57.1 µM]
Cc1ccc(S(=O)(=O)Nc2ccc(-c3nnc(SCc4ccccc4Cl)o3)cc2)cc1	1	-1%	i	3	i	-1%	-0.9	-7%
CC(C)CNS(=O)(=O)c1cc2c3c(c1)CCC(=O)N3CCC2	6	1%	i	3	-1%	8%	-1.0	5%
COc1ccc(C2=Nc3ccc(C)cc3C(c3ccccc3)N2CC(=O)NN)cc1 (centres undefined)	-31	1%	i	-105*	?	6%	-5.7	7%
CN1CCN(Cc2cc(Cl)c3cccnc3c2OC(=O)c2cccs2)CC1	5	1%	i	7	i	-6%	-2.4	1%

Further records follow.
SMILES	DRD3 agonist	MmCpn inh	pAkt inh	DRD3 antagonist	PTHR1 ag	EPAC2 agonist	CCT chaperon mod	EPAC2 antag
C/C(=N\NC(=O)c1nn(C)cc1Cl)c1ccncc1	5	-4%	i	-23	-25%	-1%	-2.4	10%
COC(=O)c1nc2n(n1)C(c1ccc([N+](=O)[O-])cc1)C(C(=O)Nc1ccc(Cl)cc1)=C(C)N2 (centres undefined)	-3	-1%	i	-11	i	-2%	1.1	4%
O=C(O)CSC1=NC(=Nc2ccc(Cl)cc2)C2(CCCCC2)N1c1cccc(C(=O)O)c1	1	0%	i	11	-22%	2%	1.6	10%
COc1ccc2c(c1)c(C(=O)CN1CCN(C(=O)c3ccco3)CC1)c(C)n2C	5	-2%	i	15	-6%[57.5 µM]	0%	0.2	-6%
Cc1cc(C(=O)NN=C2CCCCC2)c2ccccc2n1	-20	1%	i	-1	i	6%	0.8	9%
COc1ccc(C(CC(=O)Nc2ccc(F)cc2)c2ccccc2)cc1 (centres undefined)	1	-1%	i	18	-3%[57.5 µM]	5%	-0.4	-5%
CCOC(=O)[C@]12CCC=C1N(Cc1cccc3ccccc13)C(=O)[C@H](CC(=O)NCCc1ccccc1OC)C2	-1	/	i	5	i	11%	0.5	2%
Cc1ccc(C2(C)NC(=O)N(CC(=O)N3CCN(S(=O)(=O)c4ccc(Cl)s4)CC3)C2=O)cc1 (centres undefined)	0	?	i	1	-15%	14%	0.9	-7%
CN(c1ccccn1)c1ncnc2[nH]ncc12	0	4%	i	10	18%	-1%	0.6	1%
CS(=O)(=O)c1cnc(-c2ccccc2)nc1Sc1ccc(F)cc1	14	-12%	i	2	-9%	1%	0.4	5%
CCN(CC)S(=O)(=O)c1ccc(Cl)c(C(=O)NCCN2CCOCC2)c1	4	0%	i	4	i	7%	-0.8	2%
CCN1C(=O)[C@H]2[C@@H](c3ccc(C)cc3)N[C@]3(CCCN(CCC(C)C)C3=O)[C@H]2C1=O	-3	/	i	-4	i	7%	0.7	4%
O=C(/C=C/c1cccc(Cl)c1)NCCc1ccccc1	-7	-1%	i	-11	-19%	0%	-2.3	-6%
COc1ccc2sc(-c3ccc(S(C)(=O)=O)cc3)c(C(=O)NCCc3c[nH]c4ccccc34)c2c1	17	28µM*	i	34	0%	-3%	1.6	17%
CCN(CC(=O)NCc1ccc(F)cc1)CC(=O)Nc1ccc(Br)cc1F	-16	1%	i	?	-16%	-15%	-2.4	?
C#CC1(O)CC(C)N(C)C(C)C1 (centres undefined)	-16	0%	i	16	i	5%	-0.7	-1%
Cc1ccc(/C=N/NC(=O)c2nnn(-c3nonc3N)c2CSc2ccccc2)o1	-5	3%	i	-2	-9%	7%	-3.0	-3%
CCOC(=O)N1CCN(C(=O)C(CC(C)C)NS(=O)(=O)c2ccc(C)cc2)CC1 (centres undefined)	-8	-6%	i	-22	i	1%	0.2	-2%
O=C(NC1CCCC1)C1CCCN(S(=O)(=O)c2cnc[nH]2)C1 (centres undefined)	2	1%	i	4	i	4%	-2.2	4%
O=C(O)c1ccc2c(=O)n(Cc3ccccc3)c(SCc3ccc([N+](=O)[O-])cc3)nc2c1	-1	1%	i	-7	-14%	6%	-1.1	-12%
CCN(CC)S(=O)(=O)c1ccc2oc(C(=O)NCc3ccc(C)cc3)c(C)c2c1	-8	1%	i	-10	-3%	1%	0.4	-7%
COc1cc(C(=O)N2CCN(S(=O)(=O)c3ccc(Cl)cc3)CC2)ccc1OCC(=O)N1CCOCC1	-1	/	i	-11	-8%	9%	1.4	11%
O=C(CSc1cn(CC(=O)N2CCCCC2)c2ccccc12)NCC1CCCO1 (centres undefined)	4	-1%	i	-20	i	5%	0.0	32%[activator]

12 of these compounds, set out differently:
Value order: DRD3 agonist	MmCpn inh	pAkt inh	DRD3 antagonist	PTHR1 ag	EPAC2 agonist	CCT chaperon mod	EPAC2 antag
C/C(=N\NC(=O)c1nn(C)cc1Cl)c1ccncc1
 : 5	-4%	i	-23	-25%	-1%	-2.4	10%
COC(=O)c1nc2n(n1)C(c1ccc([N+](=O)[O-])cc1)C(C(=O)Nc1ccc(Cl)cc1)=C(C)N2 (centres undefined)
 : -3	-1%	i	-11	i	-2%	1.1	4%
O=C(O)CSC1=NC(=Nc2ccc(Cl)cc2)C2(CCCCC2)N1c1cccc(C(=O)O)c1
 : 1	0%	i	11	-22%	2%	1.6	10%
COc1ccc2c(c1)c(C(=O)CN1CCN(C(=O)c3ccco3)CC1)c(C)n2C
 : 5	-2%	i	15	-6%[57.5 µM]	0%	0.2	-6%
Cc1cc(C(=O)NN=C2CCCCC2)c2ccccc2n1
 : -20	1%	i	-1	i	6%	0.8	9%
COc1ccc(C(CC(=O)Nc2ccc(F)cc2)c2ccccc2)cc1 (centres undefined)
 : 1	-1%	i	18	-3%[57.5 µM]	5%	-0.4	-5%
CCOC(=O)[C@]12CCC=C1N(Cc1cccc3ccccc13)C(=O)[C@H](CC(=O)NCCc1ccccc1OC)C2
 : -1	/	i	5	i	11%	0.5	2%
Cc1ccc(C2(C)NC(=O)N(CC(=O)N3CCN(S(=O)(=O)c4ccc(Cl)s4)CC3)C2=O)cc1 (centres undefined)
 : 0	?	i	1	-15%	14%	0.9	-7%
CN(c1ccccn1)c1ncnc2[nH]ncc12
 : 0	4%	i	10	18%	-1%	0.6	1%
CS(=O)(=O)c1cnc(-c2ccccc2)nc1Sc1ccc(F)cc1
 : 14	-12%	i	2	-9%	1%	0.4	5%
CCN(CC)S(=O)(=O)c1ccc(Cl)c(C(=O)NCCN2CCOCC2)c1
 : 4	0%	i	4	i	7%	-0.8	2%
CCN1C(=O)[C@H]2[C@@H](c3ccc(C)cc3)N[C@]3(CCCN(CCC(C)C)C3=O)[C@H]2C1=O
 : -3	/	i	-4	i	7%	0.7	4%

An excerpt; count on the stated rates, not on these rows.
